# High-throughput results: PubChem, several laboratories
# TLR9-MyD88 inh – inhibitors of TLR9-MyD88 association in cells, primary screen, cell-based, CHO, BLA complementation, fluorescence | CCF4 FRET ratio | inhibition, % at 4.98 µM | 0.21% of 340,000 active;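 active = inhibition above the mean over all tested compounds plus 3 SD, cut at about 21% in these data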;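 also: 0% = DMSO only wells and 100% = clavulanate BLA inhibitor control wells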
# Target sequence (Q99836 whole entry, looked up): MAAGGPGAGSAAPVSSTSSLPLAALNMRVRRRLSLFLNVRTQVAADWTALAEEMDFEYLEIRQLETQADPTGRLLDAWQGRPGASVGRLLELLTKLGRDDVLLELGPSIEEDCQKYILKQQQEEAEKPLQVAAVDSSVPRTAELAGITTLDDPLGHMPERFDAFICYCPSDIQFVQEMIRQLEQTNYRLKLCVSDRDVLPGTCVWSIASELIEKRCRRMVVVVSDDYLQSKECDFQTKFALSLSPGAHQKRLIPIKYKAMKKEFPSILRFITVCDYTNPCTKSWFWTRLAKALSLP
# Target sequence (Q9NR96 whole entry, looked up): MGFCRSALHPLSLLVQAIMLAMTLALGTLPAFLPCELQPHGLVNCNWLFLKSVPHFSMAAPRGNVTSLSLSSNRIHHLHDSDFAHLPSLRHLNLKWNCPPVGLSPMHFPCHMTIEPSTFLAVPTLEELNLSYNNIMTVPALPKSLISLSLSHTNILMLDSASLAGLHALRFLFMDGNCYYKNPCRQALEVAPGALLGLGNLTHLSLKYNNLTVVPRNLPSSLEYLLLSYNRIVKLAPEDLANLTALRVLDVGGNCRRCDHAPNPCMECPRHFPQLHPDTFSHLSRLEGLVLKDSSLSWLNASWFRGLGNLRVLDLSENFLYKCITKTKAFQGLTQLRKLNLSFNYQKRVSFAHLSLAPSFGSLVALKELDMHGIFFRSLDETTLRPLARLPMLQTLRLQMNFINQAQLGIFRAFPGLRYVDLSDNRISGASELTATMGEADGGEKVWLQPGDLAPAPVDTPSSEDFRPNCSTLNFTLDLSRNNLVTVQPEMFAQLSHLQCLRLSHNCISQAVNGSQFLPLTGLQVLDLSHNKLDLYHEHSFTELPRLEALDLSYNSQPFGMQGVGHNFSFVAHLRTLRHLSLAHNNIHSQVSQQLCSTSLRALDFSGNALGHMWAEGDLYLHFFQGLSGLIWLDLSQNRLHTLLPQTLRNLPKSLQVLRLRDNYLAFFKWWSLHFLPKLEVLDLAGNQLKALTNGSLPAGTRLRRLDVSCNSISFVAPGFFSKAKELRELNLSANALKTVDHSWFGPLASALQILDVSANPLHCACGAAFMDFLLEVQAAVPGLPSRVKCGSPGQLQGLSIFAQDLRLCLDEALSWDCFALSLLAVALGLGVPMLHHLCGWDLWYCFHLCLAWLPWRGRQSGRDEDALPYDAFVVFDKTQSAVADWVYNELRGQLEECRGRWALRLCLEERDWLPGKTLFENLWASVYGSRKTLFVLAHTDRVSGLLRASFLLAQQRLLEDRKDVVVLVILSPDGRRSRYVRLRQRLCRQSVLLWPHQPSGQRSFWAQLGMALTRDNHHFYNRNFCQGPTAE
# LRH-1 inv ag – LRH-1 (NR5A2) inverse agonists, primary screen, cell-based, luminescence, HEK293T, StAR-luciferase reporter; LRH-1 transfected, 24 h; 0.13% of 360,000 active; Nuclear receptor subfamily 5 group A member 2 (Homo sapiens), O00482; inhibition, % at 3.6 µM;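 active = inhibition above the mean inhibition of all tested compounds plus 3 SD, cut at about 73% in these data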;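 also: 0% = DMSO wells and 100% = reporter-only cells lacking LRH-1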
# MC4R barr agon – MC4R agonists recruiting beta-arrestin, primary screen, cell-based, luminescence, agonist arm of biased-ligand search; Melanocortin receptor 4 (Homo sapiens), P32245; U2OS MC4R beta-arrestin complementation; percent of melanotan II response, DMSO zero; activation, % at 8.9 µM; 0.98% of 360,000 active; AID 540308, 2011;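 active = activation above a per-plate cutoff, the mean activation of sample wells on that plate plus 3 SD, cut at about 8% in these data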
# LMP1 NFkB inh – EBV LMP1-driven NF-kappaB luciferase reporter inhibitors, primary screen, cell-based, luminescence, single point | LMP1-induced NF-kappaB luciferase reporter cells | inhibition, % at 12.5 µM | 0.69% of 350,000 active | AID 504558, 2011; in the data active = inhibition above about 41%;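 also: 0% = neutral control wells and 100% = reference inhibitor control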
# NOD2-RIPK2 inh – NOD2-RIPK2 binding disruptors in cells, primary screen, fluorescence, CHO cells, BLA complementation. Receptor-interacting serine/threonine-protein kinase 2 (Homo sapiens), O43353. CCF4 ratio. inhibition, % at 4.98 µM. 0.38% of 360,000 active; in the data active = inhibition above about 21%;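 also: 0% = vehicle only and 100% = reference blocker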
# NCOA3 inh – SRC3 coactivator transcriptional activity inhibitors, primary screen, cell-based, luminescence; Nuclear receptor coactivator 3 (Homo sapiens), Q9Y6Q9; HEK293 GAL4-SRC3 luciferase reporter; inhibition, % at 3.6 µM; 0.17% of 360,000 active; AID 588352, 2011;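 active = inhibition above a per-campaign cutoff, the mean of all compounds plus 3 SD, cut at about 60% in these data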;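 also: 0% = DMSO-treated cells and 100% = gossypol-treated cells at 36 µM; higher means less SRC3-driven luciferase light from the GAL4 reporter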
# SRC2 inh – inhibition of GAL4-SRC2 driven luciferase reporter, primary screen, SRC2 inhibitor project, cell-based, luminescence; HEK293 GAL4-SRC2 luciferase reporter; inhibition, % at 9 µM; 0.17% of 370,000 active;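 active = inhibition above the mean inhibition of all tested compounds plus 3 SD, set per campaign, cut at about 52% in these data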;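 also: 0% = DMSO treated cells and 100% = cells given Gossypol at 36 µM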
# SRC1 inh – SRC1 coactivator transcriptional activity inhibitors, primary screen, cell-based, luminescence | Nuclear receptor coactivator 1 (Homo sapiens), Q15788 | HEK293 GAL4-SRC1 luciferase reporter | inhibition, % at 3.6 µM | 0.12% of 360,000 active;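 active = inhibition above the campaign mean plus 3 SD, with each screening campaign given its own cutoff, cut at about 60% in these data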;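 also: 0% = DMSO treated cells and 100% = gossypol at 36 µM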
# NR2F2 inh – NR2F2 transcriptional activity inhibitors, primary screen, cell-based, luciferase reporter, HEK293T, luminescence; COUP transcription factor 2 (Homo sapiens), P24468; HEK293T NGFI-A luciferase reporter; inhibition, % at 8.6 µM; 0.7% of 370,000 active; AID 686940, 2013;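 active = inhibition above a per-plate cutoff, mean inhibition of test wells between control levels plus 3 SD, cut at about 38% in these data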;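 also: cells cotransfected with COUP-TFII expression vector driving the NGFI-A reporter; 0% = median of COUP-TF2 test wells and 100% = reporter-only cells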
# ABHD5-PLIN5 inh – ABHD5-PLIN5 interaction inhibitors, primary screen, cell lysate, split luciferase complementation, luminescence | Split G. princeps luciferase complementation, 4 h | 0.78% of 360,000 active | Perilipin-5 (Homo sapiens) + 1-acylglycerol-3-phosphate O-acyltransferase ABHD5 (Homo … | inhibition, % at 4 µM | AID 602281, 2012;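 active = inhibition above the mean inhibition across every tested compound plus 3 SD, cut at about 22% in these data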;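 also: 0% = DMSO only wells and the 100% control is not disclosed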
# MC4R antagonist – MC4R antagonists of cAMP signaling, primary screen, cell-based, TR-FRET, antagonist arm of biased-ligand search | MC4R-expressing cells, MTII-stimulated cAMP, LANCE TR-FRET | inhibition, % at 6.5 µM | 0.48% of 360,000 active;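 active = inhibition above its plate's cutoff, the mean of tested wells on that plate plus 3 SD, cut at about 29% in these data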;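 also: 0% = Melanotan II alone and 100% = Melanotan II plus saturating MCL0020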
#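 Material: U2OS-MC4R stable cell line | Reagent: Melanotan II challenge after compound preincubation | Doses: One concentration, 6.5 µM nominal | Incubation: 30-min compound preincubation, 1-h Melanotan II challenge, 1-h detection, room temperature | Signal: TR-FRET cAMP assay | Replicates: One well per compound, no replicates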
# * marks the source's active call; other numbers are inactive results; / = no result given. An excerpt; rates above refer to the full screens.
SMILES,TLR9-MyD88 inh,LRH-1 inv ag,MC4R barr agon,LMP1 NFkB inh,NOD2-RIPK2 inh,NCOA3 inh,SRC2 inh,SRC1 inh,NR2F2 inh,ABHD5-PLIN5 inh,MC4R antagonist
COc1ccccc1CCc1nnc(CCC(=O)NCCCOc2cccnc2)o1,11.4,-1.9,-0.7,-7.3,1.1,4.6,-3.6,-14.8,-16.3,4.6,1.0
CC(C)c1nnc(NC(=O)CCC(=O)NC2CCCCCC2)s1,-3.1,7.8,-2.5,3.4,-9.3,4.8,13.3,-20.1,5.9,-0.7,7.9
Fc1ccc(OCc2nc(-c3cccs3)no2)cc1,10.2,-61.2,-2.7,-31.3,6.9,-73.0,-51.3,-63.5,-26.7,-6.6,-3.0
Cc1ccc(-n2nnnc2SC(C)C(=O)Nc2ccc(Cl)cn2)cc1 (stereo not given),0.5,-11.5,7.1,5.0,6.9,15.6,17.6,14.0,-13.5,-8.4,19.7
CN(C(=O)COC(=O)CNC(=O)c1ccccc1Cl)c1ccccc1,2.3,-18.0,-2.8,-7.1,1.8,9.6,10.8,-9.0,-5.0,-0.7,12.7
CC(C)NC(=O)CCS(=O)(=O)c1ccc(Br)s1,15.0,7.2,-1.2,-6.6,-3.9,9.1,-14.1,-4.6,-1.8,0.1,1.1
O=[N+]([O-])c1ccc(Sc2ccccc2Cl)nc1,-6.7,29.1,-0.1,-4.5,2.2,21.9,11.3,-7.4,-3.1,-7.7,6.8
O=C1OC(/C=C/c2ccccc2)=NC/1=C/C=C/c1ccccc1,9.9,1.1,-1.3,6.3,4.2,16.4,-7.8,-27.5,5.1,-0.3,7.6
Cc1ccn2c(C(=O)N/N=C/c3ccc(Cl)cc3)c(C)nc2c1,7.6,-2.8,-3.2,2.4,5.5,-25.0,3.3,8.9,-7.7,-4.7,11.4
Cc1cccc(N=NC(=S)NNc2cccc(C)c2)c1,-10.7,-57.4,-2.9,-35.0,-3.7,-71.2,-73.4,-76.5,-40.8,-9.3,-7.3
CC(C)NC(=O)C(=O)NNC(=O)C12CC3CC(CC(C3)C1)C2,3.5,6.6,-2.0,7.0,4.7,8.2,14.1,-5.7,-2.3,-2.6,5.2
COc1ccccc1C(CNC(=O)c1cccc(S(=O)(=O)N2c3ccccc3CC2C)c1)N(C)C (stereo not given),4.9,-18.0,1.3,-0.2,0.9,-45.8,6.3,7.3,22.3,23.1*,1.9
C/C(=N\NC(=O)c1ccc(CN2CCc3ccccc3C2)cc1)c1ccccc1O,0.7,10.7,-2.9,33.8,11.2,28.7,20.6,-9.9,30.9,-1.7,-7.6
COC(=O)[C@]1(C)N[C@H](c2ccc(-c3ccc(Cl)c(Cl)c3)c(OC)c2)[C@@H]2C(=O)N(C)C(=O)[C@@H]21,-2.6,-8.6,-3.0,13.8,4.4,7.0,-14.2,7.6,9.2,-9.9,14.8
N#C/C(=C\c1ccc(-c2ccccc2[N+](=O)[O-])o1)C(=O)N1CCOCC1,-0.2,-0.9,-3.5,-1.1,-4.0,-4.2,-8.3,0.3,2.3,-4.0,8.2

# A second format for some results above.
# Results follow in this order: TLR9-MyD88 inh, LRH-1 inv ag, MC4R barr agon, LMP1 NFkB inh, NOD2-RIPK2 inh, NCOA3 inh, SRC2 inh, SRC1 inh, NR2F2 inh, ABHD5-PLIN5 inh, MC4R antagonist
COc1ccccc1CCc1nnc(CCC(=O)NCCCOc2cccnc2)o1
    11.4, -1.9, -0.7, -7.3, 1.1, 4.6, -3.6, -14.8, -16.3, 4.6, 1.0
O=C1OC(/C=C/c2ccccc2)=NC/1=C/C=C/c1ccccc1
    9.9, 1.1, -1.3, 6.3, 4.2, 16.4, -7.8, -27.5, 5.1, -0.3, 7.6

# Going on with the list.
SMILES,TLR9-MyD88 inh,LRH-1 inv ag,MC4R barr agon,LMP1 NFkB inh,NOD2-RIPK2 inh,NCOA3 inh,SRC2 inh,SRC1 inh,NR2F2 inh,ABHD5-PLIN5 inh,MC4R antagonist
COc1cc(C2C3=C(CC(C)(C)CC3=O)Nc3c2c(=O)[nH]c(=O)n3Cc2ccccc2)ccc1O (stereo not given),5.6,-1.6,-1.3,5.4,9.7,-6.5,14.9,-9.9,3.6,5.1,11.5
COc1cc(OC)c(OC)cc1/C=C1\CC(C)C/C(=C\c2cc(OC)c(OC)cc2OC)C1=O (stereo not given),10.7,23.1,3.1,19.3,5.7,16.9,32.7,31.9,31.8,21.1,7.4
CCOC(=O)N1CCN(C(=S)NC(=O)c2cccc(OC)c2)CC1,-0.2,7.3,0.0,-6.1,-8.1,15.0,6.9,3.9,-2.4,5.7,-9.4
Cc1ccc(-n2nc(C)c(/C=N/NC(=O)c3cccs3)c2Cl)cc1,-12.2,-85.8,20.9*,-30.6,5.9,-106.5,-28.2,-90.7,-19.8,0.0,-3.3
O=C1Nc2cc(C(=O)N3CCN(c4ccccn4)CC3)ccc2S/C1=C\c1ccccc1,-0.4,9.2,-1.9,18.5,-6.9,-7.8,-0.1,9.1,-18.1,-6.7,3.4
Nn1c(SCc2ccc([N+](=O)[O-])cc2)nc2ccccc2c1=O,0.6,-14.7,4.4,-14.8,-9.8,5.2,-2.9,-24.4,-9.1,-3.5,-1.2
Nc1ccccc1C(=O)N=Nc1[nH]c(N)c2ccccc12,2.2,-46.1,-1.8,-2.8,-2.1,-69.0,-47.9,-103.7,-39.3,-1.3,4.7
Cc1cccc(NC(=O)CN2C(=O)S/C(=C\c3ccc(O)c([N+](=O)[O-])c3)C2=O)c1,10.7,7.1,-2.6,1.9,-5.3,0.8,11.2,-34.6,17.7,0.5,-0.4
Nc1cc(N)cc(Cc2ccccc2)c1,/,-19.8,/,/,-5.2,-15.0,-15.4,9.7,16.6,-1.2,/
O=C1c2ccccc2S(=O)(=O)c2cc(N3CCN(c4ccccn4)CC3)ccc21,10.1,-0.7,-0.7,-2.0,12.4,-3.4,-17.7,-3.8,3.2,-1.4,11.1
COc1ccccc1-c1c(NC(=O)C(C)C)n(C)c2ccccc2c1=O,-2.3,-6.1,-2.0,-2.1,1.4,-2.3,-9.0,-6.0,2.4,2.7,12.7
CCOC(=O)c1c(-c2ccccc2)csc1NC(=O)c1cccc(N2C(=O)CCC2=O)c1,-8.0,14.1,1.8,2.7,-3.6,6.9,-16.2,-10.9,9.3,-6.5,15.8
O=C(N/N=C/c1ccnc2ccccc12)c1ccccc1O,-3.9,-52.6,-1.3,-1.2,-6.1,-13.6,-42.3,-23.6,-21.3,1.9,-13.3
Cc1ccc(C2=NN(CC(=O)NCc3ccccn3)C(=O)CC2)cc1,2.7,10.2,-2.6,-9.5,-4.8,16.7,-8.8,-18.1,-4.6,2.0,-0.2
O=C1C=C(c2ccc(CO)cc2)C[C@@H](c2ccc3c(c2)OCO3)C1,-1.8,20.3,-2.2,-1.0,7.8,-0.3,-6.1,-12.2,16.8,1.9,10.4
COc1ccc(C(=O)N2CCCC(c3nc(-c4ccc(OC)c(OC)c4)no3)C2)c(OC)c1 (stereo not given),5.9,-6.4,0.1,0.4,-0.9,2.7,9.1,1.0,15.6,-2.6,3.1
C[n+]1cccc(C(=O)[O-])c1,-0.3,-2.1,0.0,5.6,-17.2,-2.4,-11.9,-10.1,0.6,3.2,-1.1
CC1=C(C(=O)OCc2ccc3c(c2)OCO3)C(c2ccc(F)cc2)NC(=O)N1 (stereo not given),2.2,60.4,-0.5,79.3*,-11.8,60.8,43.9,73.8*,38.2*,-4.2,-5.1
COc1cccc(C(=O)COc2ccccc2-c2ccccc2)c1,-9.0,2.2,-0.5,-19.1,-3.4,6.3,4.1,-6.0,-0.2,-6.2,4.0
COC(=O)c1ccc(NC(=S)Nc2ccccn2)cc1,4.0,-213.9,0.3,-21.6,-4.0,-112.7,-28.7,-127.7,-25.0,-5.1,-1.6
COc1ccc(/C=N/Nc2nc(-c3cccnc3)nc3ccccc23)cc1OC,6.0,0.8,0.0,19.3,0.8,7.9,-22.6,4.1,-14.2,-1.5,9.9
COc1ccc(-c2csc(C(NC(C)=O)c3cccc(OC)c3)n2)cc1 (stereo not given),/,13.4,-0.7,/,-15.2,8.2,6.6,-2.9,19.4,2.9,-3.6
COc1cc(N/N=C/c2ccc(N(C)C)cc2)ncn1,4.6,-102.7,0.8,23.0,5.2,-49.7,-53.4,-95.8,-56.0,-0.2,0.3
COC(=O)NNC(=O)COc1ccc(Br)c(C)c1,-3.7,-2.9,-1.0,-7.9,2.3,-6.4,-14.4,7.6,-10.6,-0.2,2.0
O=C(NC(=S)NCCc1ccccc1)c1ccccc1,-5.7,-25.4,-2.9,0.3,3.9,-26.0,/,-21.5,/,-2.8,2.5
Cc1ccc2nc(CCCc3nc4ccc(C)cc4[nH]3)[nH]c2c1,9.0,-3.8,3.5,-23.3,3.5,-20.8,-7.8,-4.5,-10.2,2.9,-2.4
CC(CN1CCN(C)CC1)OC(=O)c1ccc(Cl)cc1 (stereo not given),-2.9,-6.4,-2.0,0.9,-6.5,-8.1,-34.5,-13.0,2.9,3.2,2.6
COC(=O)/C=C/c1ccc2c(c1)OCO2,6.8,-15.5,-2.6,-9.3,-7.2,-6.6,11.7,0.6,1.2,-1.6,-1.2
O=C(CCCn1c(=S)[nH]c2ccsc2c1=O)NC1CCCCC1,4.8,-1.6,-3.4,1.1,-9.1,11.0,-8.6,-6.8,7.8,-4.6,9.2
COC(=O)[C@]12CCCCC=C1N(CCC1=CCCCC1)C(=O)[C@H](CC(=O)N1CCOCC1)C2,/,26.9,/,/,4.7,/,9.3,/,-8.8,-7.7,/
COc1cc(N2CCOCC2)ncn1,0.5,3.1,-3.1,-9.2,-10.6,-6.8,-25.5,6.4,-7.0,-0.8,-0.7
CC(C)(C)c1ccc(C2=CSC3=NCCN23)cc1,4.9,-0.4,0.3,-2.7,11.4,0.9,-32.1,-16.9,-9.7,4.0,7.2
O=C(Nc1nnc(SCc2c(Cl)cccc2Cl)s1)C1CCCO1 (stereo not given),2.6,-6.6,3.7,-0.2,1.2,-11.1,-6.5,-13.5,2.1,1.9,-5.7
CC(=O)c1c(O)cc(O)cc1O,10.7,24.0,0.2,0.2,-11.6,-12.9,-10.7,4.3,22.7,8.1,-1.5
